NPY-Y1 PAM-ag – potentiates or activates human NPY-Y1 receptor. P25929. NPY-Y1 expressing cells, potentiator/agonist activation. activation, % at 3.6 µM. 0.37% of 220,000 active. AID 1304; in the data active means activation above about 33%, passing the limit was not always enough;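 further: cells stimulated with NPY at EC10 then isoproterenol at EC100; 0% = low agonist plus stimulus and 100% = saturating agonist plus stimulus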
EP2 modulator – EP2 receptor (human) modulation; P43116; EP2-expressing cells, cAMP HTRF FRET, PGE2 co-stimulation; induction, % at 25 µM; 0.83% of 260,000 active;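 active means compounds whose cAMP rise, as percent of the full-agonist control response, exceeds 60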;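 further: rat C6 glioma line stably carrying human EP2 under a CMV promoter; the protocol text gives 20 µM as final concentration; 100% = response of wells given 1 µM PGE2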
S1P4 antag – blocks the human S1P4 receptor; O95977; S1P4-expressing cells, antagonist mode, reporter read-out; inhibition, % at 4.98 µM; 0.26% of 220,000 active; AID 1510; in the data active means inhibition above about 29%;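 further: 0% = wells stimulated with agonist and 100% = vehicle wells without agonist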
Target sequence (O95977 whole entry, looked up): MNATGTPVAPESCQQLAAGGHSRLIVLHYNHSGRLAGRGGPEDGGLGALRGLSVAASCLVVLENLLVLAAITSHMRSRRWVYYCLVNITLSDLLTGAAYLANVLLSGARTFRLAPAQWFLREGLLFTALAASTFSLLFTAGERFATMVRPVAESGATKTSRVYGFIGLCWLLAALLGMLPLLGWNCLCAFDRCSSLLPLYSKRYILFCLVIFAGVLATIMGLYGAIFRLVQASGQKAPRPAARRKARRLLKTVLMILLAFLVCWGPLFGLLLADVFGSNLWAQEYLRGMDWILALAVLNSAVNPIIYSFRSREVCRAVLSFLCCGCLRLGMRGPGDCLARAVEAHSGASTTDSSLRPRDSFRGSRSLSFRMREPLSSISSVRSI
CHOP inhibitor – inhibitors of CHOP induction in ER stress response; CHO-K1 CHOP-promoter luciferase, tunicamycin-induced, 15-18 h; inhibition, % at 10 µM; 3.8% of 220,000 active;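 active means compounds that reduced the stress-induced luciferase reporter signal by more than about 70% of percent inhibition, limit read from the data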;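 further: 0% = tunicamycin plus vehicle and 100% = wells without tunicamycin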
NPY-Y1 antag – NPY-Y1 (human) receptor antagonism | inhibition, % at 3.6 µM | HEK293-CNG Y1 cells, membrane potential fluorescence; NPY at EC95, then isoproterenol | 1% of 200,000 active;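 active means inhibition above the campaign mean inhibition of all tested compounds plus 3 SD, cut at about 20% in these data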;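 further: 0% = DMSO wells given NPY plus isoproterenol and 100% = isoproterenol alone without NPY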
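Material: HEK293 cells with Y1 receptor plus CNG channel; times: compound incubation 1 h at room temperature, readout 45 min post-stimulation; signal: fluorescence, membrane potential probe; read-out basis: fluorescence ratio normalized to % inhibition between controls; benchmarks: full-block control isoproterenol-only wells, zero-block control NPY plus isoproterenol wells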
NPY2 pot ag – potentiators or agonists of human neuropeptide Y receptor Y2. P49146. cells expressing NPY-Y2, potentiator/agonist read-out. activation, % at 3.6 µM. 0.45% of 220,000 active; in the data active means activation above about 27%;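 further: cells stimulated with NPY near EC25 plus isoproterenol at EC100; 0% = vehicle plus submaximal agonist and 100% = vehicle plus saturating agonist; some results beyond the cut were filed as inactive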
Target sequence (P49146 whole entry, looked up): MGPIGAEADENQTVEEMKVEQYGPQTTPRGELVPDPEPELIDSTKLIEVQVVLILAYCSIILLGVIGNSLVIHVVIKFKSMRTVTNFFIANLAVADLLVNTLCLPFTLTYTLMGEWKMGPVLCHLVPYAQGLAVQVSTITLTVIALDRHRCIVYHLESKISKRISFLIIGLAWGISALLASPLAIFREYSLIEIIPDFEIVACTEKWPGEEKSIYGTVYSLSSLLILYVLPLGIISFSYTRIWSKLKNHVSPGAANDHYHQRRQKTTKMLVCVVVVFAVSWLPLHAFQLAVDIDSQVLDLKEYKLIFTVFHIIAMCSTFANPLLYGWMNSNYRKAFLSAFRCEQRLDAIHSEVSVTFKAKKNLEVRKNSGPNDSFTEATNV
S1P4 ag – agonists of human S1P4 receptor; O95977; activation, % at 4.98 µM; AID 1509; 0.35% of 220,000 active; S1P4-expressing cell line, agonist reporter assay; in the data active means activation above about 11%;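 further: 0% = DMSO vehicle and 100% = reference agonist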
zfTRPN1 agonist – agonists of zebrafish TRPN1 channel; HEK293 zebrafish TRPN1-YFP, Fluo-8 calcium fluorescence; 100% = response to 87 µM carbachol; activation, % at 3 µM; 0.18% of 220,000 active;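 active means activation above its plate's cutoff, the mean activation of test wells on that plate plus 3 SD, cut at about 19% in these data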;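 further: 0% = DMSO alone and 100% = 87 µM carbachol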
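Assay system: Zebrafish TRPN1-YFP in HEK293 cells | Incubation: Dye loading 1 h at 37 °C, then 30 min room temperature | Measured by: Kinetic Fluo-8 fluorescence, ex 470-495, em 515-575 nm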
TRPML3 agonist – activates the human TRPML3 channel; activation, % at 3 µM; Q8TDD5; HEK293 TRPML3-YFP, Fluo-8 calcium fluorescence; 100% = the carbachol control signal; 0.29% of 220,000 active; AID 1448;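 active means activation above its plate's cutoff, the mean activation of the plate's test wells plus 3 SD, cut at about 12% in these data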;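 further: 0% = DMSO only wells and 100% = carbachol wells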
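Test system – HEK293 line with stable expression of human TRPML3-YFP channel · Control set – carbachol 87 µM final as high control (100%), DMSO as low control (0%) · Signal – Fluo-8 calcium dye fluorescence, ex 470-495, em 515-575 nm · Incubation – 1-h 37 °C dye load, 5-s basal, 120-s post-compound reads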
* hit, by the source's call; x = not tested or not shown; & = joins results of further samples.

SMILES | NPY-Y1 PAM-ag | EP2 modulator | S1P4 antag | CHOP inhibitor | NPY-Y1 antag | NPY2 pot ag | S1P4 ag | zfTRPN1 agonist | TRPML3 agonist
O=C1c2cccc3c(N4CCCCC4)ccc(c23)C(=O)N1c1ccccn1 | 5.6 | 22.5 | -18.6 | 19.7 | -2.1 | -8.5 | 0.2 | 6.8 | 6.5
CCOC(=O)c1cnc(COc2ccc(OC)cc2)[nH]c1=O | 7.4 | -24.1 | 1.4 | 9.6 | x | 0.9 | 1.1 | -2.2 | 0.5
Cc1ccc(C(=O)N2N=C(CC(C)C)CC2(O)C(F)(F)F)o1 (configuration not stated) | -10.1 | 22.1 | -14.2 | 0.7 | 0.9 | -4.3 | -0.7 | 0.3 | 1.1
O=C(N/N=C/c1[nH]c2ccccc2c1Cl)c1cccc(Br)c1 | -29.3 | -53.5 | -28.6 | -33.8 | x | -47.0 | 1.4 | 0.9 | 0.4
O=C(CNC(=S)N(Cc1ccccc1F)C1CCCCC1)NCCN1CCOCC1 | -1.6 | -24.2 | -5.0 | -6.5 | 1.6 | -6.0 | -0.6 | -1.5 | 1.1
COc1ccc(/C=N\NC(=O)COc2ccccc2)c(C(=O)O)c1OC | -6.6 | 6.2 | -34.8 | 3.9 | 0.5 | 3.1 | 1.3 | -0.5 | 0.6
Cc1cc(NS(=O)(=O)c2cccs2)no1 | -6.5 | -1.5 | -4.7 | 4.9 | -7.5 | -4.0 | -0.8 | -0.2 | 0.2
COC(=O)C(CC(C)C)NC(=O)c1cc(OC)c(OC)c(OC)c1 (configuration not stated) | 2.0 | 0.1 | -4.9 | 3.6 | 3.1 | 9.0 | 0.4 | 1.2 | 0.3
COC(=O)CSc1nnc(CNc2ccc(F)cc2)o1 | 3.0 | -3.4 | -5.6 | 2.8 | -2.6 | 12.3 | 0.7 | -0.3 | -0.1
CC(C)CCNC(=S)NC1CCCC1 | 6.6 | 0.0 | -7.0 | 8.1 | -2.7 | -0.2 | 1.6 | 0.0 | 0.3
Cc1ccc(NC(=O)c2cccc(OCc3c(C)noc3C)c2)c(C)c1 | 18.1 | -5.0 | -10.5 | 69.3 | 2.5 | 13.9 | 2.6 | -1.0 | -0.9
COc1ccc(CN2C3CCCC2CC(NC(=O)Nc2ccccc2)C3)cc1 (configuration not stated) | -9.3 | -73.2 | -17.2 | 23.9 | 1.1 | -6.0 | -0.1 | -0.1 | 1.1

Brought forward from above: 4 entries, followed by the next part.
SMILES | NPY-Y1 PAM-ag | EP2 modulator | S1P4 antag | CHOP inhibitor | NPY-Y1 antag | NPY2 pot ag | S1P4 ag | zfTRPN1 agonist | TRPML3 agonist
COC(=O)CSc1nnc(CNc2ccc(F)cc2)o1 | 3.0 | -3.4 | -5.6 | 2.8 | -2.6 | 12.3 | 0.7 | -0.3 | -0.1
CC(C)CCNC(=S)NC1CCCC1 | 6.6 | 0.0 | -7.0 | 8.1 | -2.7 | -0.2 | 1.6 | 0.0 | 0.3
Cc1ccc(NC(=O)c2cccc(OCc3c(C)noc3C)c2)c(C)c1 | 18.1 | -5.0 | -10.5 | 69.3 | 2.5 | 13.9 | 2.6 | -1.0 | -0.9
COc1ccc(CN2C3CCCC2CC(NC(=O)Nc2ccccc2)C3)cc1 (configuration not stated) | -9.3 | -73.2 | -17.2 | 23.9 | 1.1 | -6.0 | -0.1 | -0.1 | 1.1
O=C(CSCc1ccccn1)Nc1ccccc1 | -18.4 | 12.9 | -10.0 | 13.1 | -4.2 | -1.4 | 0.0 | -1.4 | 0.3
CCOC(=O)c1cc2occc2n1CC(=O)NC1CCCCC1C (configuration not stated) | -12.8 | 27.2 | -12.3 | 18.9 | 2.9 | -10.8 | -0.6 | -1.5 | -0.9
COc1ccc(/C=N/c2oc(-c3ccccc3)cc2C#N)cc1 | 4.6 | 34.5 | 1.0 | 20.4 | -1.6 | -4.9 | -1.8 | -2.1 | 0.2
CC(C)(C)CN1CCNC(=O)C1CC(=O)NCCN1CCCc2ccccc21 (configuration not stated) | 2.7 | -6.7 | -7.4 | 13.5 | -5.7 | 3.3 | 1.6 | 1.2 | 1.1
CCOC(=O)CN1C(=O)NC(C)(c2ccc(OC(F)F)cc2)C1=O (configuration not stated) | -3.7 | 23.9 | -4.2 | 9.4 | 0.8 | 9.6 | 0.2 | -0.3 | 0.3
CC(C)c1cc(Br)ccc1OCCCN1C(=O)NC(C)(C)C1=O | -12.0 | -0.4 | -1.0 | 73.0* | 3.9 | -7.2 | 0.5 | -0.6 | 0.1
Cc1cccc(NC(=O)c2cccc(NS(=O)(=O)c3ccc(Cl)cc3)c2)c1 | -11.0 | -21.4 | 6.0 | 67.6 | 11.6 | -1.3 | -1.3 | -1.7 | -0.3
Cc1ccc(S(=O)(=O)N(C)C)cc1NC(=S)NNC(=O)C1CC1 | -0.6 | 8.8 | -9.6 | 14.6 | 2.0 | 5.7 | 0.9 | -0.1 | 0.2
COc1ccc(-c2nnc(SCC(=O)Nc3ccccc3)n2C)cc1 | -2.2 | -6.2 | -10.1 | 33.0 | -4.0 | 17.5 | 1.7 | -0.1 | 0.2
O=C(O)c1cc(S(=O)(=O)NCc2ccco2)c(Cl)cc1Cl | 2.4 | 8.7 | -18.6 | -1.6 | -0.2 | -1.8 | 3.1 | -1.1 | -0.5
CCOC(=O)COc1nc(-c2ccccc2)cc(-c2ccco2)c1C#N | -16.9 | 26.9 | -6.4 | 15.3 | x | -31.3 | 0.4 | 1.4 | 0.8
Cn1nnc(NC(=O)c2ccc([N+](=O)[O-])cc2Cl)n1 | 12.9 | 17.5 | -2.2 | -2.6 | 6.8 | 2.8 | 0.5 | 0.0 | 0.6
COc1ccc(CC(C(=O)Nc2cc(C)ccc2C)/C(N)=N/O)cc1 (configuration not stated) | 9.7 | -1.4 | -10.1 | 9.1 | 11.1 | 8.4 | -1.0 | -0.6 | 1.1
CCn1c(SCC(=O)Nc2ccc3c(c2)c2ccccc2n3CC)nnc1-c1cnccn1 | 0.8 | -48.3 | -24.6 | 39.9 | -2.4 | -1.3 | 0.6 | 0.0 | 0.1
C/C(=C/CCC(C)[C@H]1CC[C@@]2(C)C3=C(CC[C@]12C)[C@@]1(C)CCC(=O)C(C)(C)[C@@H]1CC3)C(=O)O (some centres not stated) | -2.0 | 56.1 | 4.9 | 74.2* | 2.1 | 0.2 | 1.2 | 1.9 | 0.4
CCN(C(=O)CN(C)Cc1c(F)cccc1Cl)c1c(N)n(Cc2ccccc2)c(=O)[nH]c1=O | 14.6 | 18.7 | -5.3 | -4.8 | 3.0 | 13.8 | -2.3 | 0.2 | 0.1
CC(NC(=S)Nc1ccc(OC(F)F)cc1OC(F)F)C(C)(C)C (configuration not stated) | 8.8 | -22.2 | -24.3 | 27.3 | 2.6 | 7.6 | 1.1 | 0.9 | 1.3
COc1cccc(NC(=O)C2CCCCC2)c1 | 23.6 | -31.9 | -13.8 | -26.9 | -2.2 | -16.0 | 1.0 | -0.2 | -0.3
COCC1CCN(Cc2nc(-c3ccc4c(c3)OCO4)no2)C1 (configuration not stated) | -4.3 | -7.4 | 3.9 | 1.1 | 5.5 | 0.1 | 0.8 | 0.9 | 0.4
O=C(N/N=C\c1ccc(Cl)s1)c1ccc(Cn2cccn2)o1 | 0.8 | -35.1 | 5.5 | -1.2 | 2.9 | -6.3 | 0.6 | 0.6 | 0.6
CCOC(=O)c1c(N2C(=O)Nc3ccccc3N2O)n[nH]c1-c1cccc(Cl)c1 | -1.3 | 25.2 | -9.5 | -15.5 | 4.1 | -3.9 | -0.4 | 0.2 | -0.2
COc1ccc(/C=C/c2cc(=O)c3cc(Cl)ccc3o2)cc1 | -12.1 | 9.0 | -11.0 | 39.1 | -1.0 | -4.3 | 0.0 | -1.6 | 0.0
CCOc1c(Cl)cc(CNCC(C)C)cc1OC | -0.8 | -15.1 | 4.5 | -4.6 | 16.0 | -14.1 | -3.0 | -0.9 | 0.3
Nc1nc(SCC(=O)Nc2cc(C(F)(F)F)ccc2N2CCOCC2)n[nH]1 | 11.8 | -2.9 | -37.6 | -31.7 | 0.7 | -4.3 | 1.8 | -0.2 | 0.7
Cc1cc(OCC(=O)Nc2ccc3oc(-c4ccncc4)nc3c2)ccc1Cl | -17.7 | 21.2 | -5.3 | 23.2 | 3.5 | -11.0 | -1.4 | 0.2 | 0.7
O=C(CSc1cccc[n+]1[O-])Nc1ccccc1Oc1ccccc1 | -14.9 | 2.0 | -6.0 | -87.2 | -3.5 | -11.9 | 1.0 | 1.0 | 1.0
O=c1c(/C=C(\O)c2ccc(F)cc2)nc2ccccc2n1-c1ccccc1 | -22.9 | 33.8 | -4.2 | 10.3 | 2.3 | -11.9 | 1.9 | -1.1 | 0.0
Cc1ccccc1NC(=O)C(=O)NC(C)CCc1ccccc1 (configuration not stated) | -28.9 | -2.8 | -12.6 | 33.9 | 0.8 | 5.9 | 0.0 | -2.8 | -0.2
Cc1ccc(C)c(OCCn2cc(C(=O)O)c3ccccc32)c1 | -15.5 | -1.3 | 2.9 | 17.2 | 1.5 | -17.7 | 0.5 | 0.2 | 0.1
COc1cc(/C=C2\C(=O)ON=C2c2ccccc2)cc(OC)c1OC | -7.4 | 16.4 | -17.9 | -27.6 | 1.7 | -2.8 | -0.3 | 0.7 | 0.1
O=C(N/N=C/c1ccccc1OC(F)F)NC1CCCCC1 | -14.0 | -1.9 | -12.9 | 21.7 | x | 0.9 | 0.8 | -2.0 | -0.5
CCCCCCCCCC(=O)NNC(=O)c1c(O)c2ccccc2n(CC)c1=O | 0.0 | -2.3 | -13.8 | 37.7 | 3.4 | 5.7 | 0.8 | 2.2 | 0.6
N#CCSc1ccsc1C(=O)Nc1ccc(F)cc1 | -15.4 | -6.8 | 11.1 | -22.4 | -5.8 | -7.1 | 0.5 | 0.3 | 0.1
Cc1csc(NC(=O)CSc2ccc3nnc(CCNS(=O)(=O)c4ccccc4)n3n2)n1 | -6.0 | 3.7 | -10.4 | 2.5 | -0.2 | -8.6 | 1.5 | -1.3 | 0.1
c1cn2c(Nc3ccc4c(c3)OCCO4)c(-c3ccc(N4CCOCC4)cc3)nc2cn1 | 18.0 | -1.5 | 4.0 | -25.5 | x | -19.4 | 0.3 | -1.4 | -0.2
O=C(NC(Nc1nc2ccccc2s1)(C(F)(F)F)C(F)(F)F)c1ccccc1 | -8.7 | 34.8 | -15.5 | -1.6 | 6.1 | -3.2 | -1.6 | -0.2 | -0.1
COc1cccc(NC(=S)N(Cc2ccc(C(=O)O)cc2)Cc2ccc(OC)c(OC)c2)c1 | 5.1 | 3.8 | 4.1 | 5.3 | -5.5 | -13.1 | 1.9 | 1.1 | 0.8
CCc1cccc(OCCCCN(CC)CC)c1 | -17.4 | 14.2 | -6.1 | 16.9 | 2.8 | 1.2 | 2.4 | -0.6 | 1.1
Cc1cc(C)nc(N2CCCC(C(=O)NCCC3=CCCCC3)C2)n1 (configuration not stated) | 14.6 | 44.6&5.7 | -10.4 | 3.0 | 6.2 | 17.9 | 4.1 | 0.5 | -0.2

Compound activity as filed in PubChem.

Outcome played no part in choosing rows; overall some 6.5% were active at least once.
